Hep lipid drop: modulators of hepatic lipid droplet formation; AML12 mouse hepatocytes, oleate lipid droplets, BODIPY imaging; inhibition, % at 6.5 µM; AID 1656; actives 0.4% (n = 240,000);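 active means lipid droplet intensity inhibited by at least 50%, with more than 500 cells counted; inconclusive means wells with under 300 cells, treated as cytotoxic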
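Material: mouse AML12 hepatocyte cell line, fixed after treatment; Timing: compound with oleate, overnight; Technique: high-content imaging of BODIPY-stained droplets and DAPI nuclei; Probe or stimulus: oleate, 100 µM final; Dosing: compound at 6.5 µM only.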
MT stabilizer: microtubule stabilization, imaging screen | HeLa tubulin immunostaining HCS, 24 h; share of cells brighter than vehicle mean+2SD | % tubulin-high responders, % at 10 µM | actives 0.83% (n = 200,000) | AID 2205;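 active means plate Z-score above 3 for both tubulin-high and condensed-nucleus cell shares, with cell loss under 80%, at 10 µM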;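 further: anti alpha tubulin signal scored within the nucleus-defined area of each cell; some results filed as inactive read as strong as hits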
PMI inhibitors: inhibitors of human PMI, primary screen, biochemical, fluorescence intensity, coupled assay (AID 1209). actives 0.42% (n = 190,000). purified PMI enzyme, coupled fluorescence intensity; higher % means a stronger effect. one-dose inhibition, % at 20 µM; IC50 in µM for titrated hits; in the data active means inhibition above about 50%;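 further: plate controls were DMSO vehicle for no effect and wells lacking substrate for full effect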
T cell HTS: modulates CD8 T cell binding to vesicles; 2C CD8+ T cell-vesicle binding, flow cytometry; hits give low values; actives 0.068% (n = 330,000); AID 2052; calls only at 7 µM;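 active means response, share of CD8 T cells binding vesicles, and their 90th percentile fluorescence all below set limits, cut at about 80% in these data, passing the limit was not always enough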
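Benchmarks: naked versus QL9-loaded vesicles / Assay system: purified 2C TCR transgenic mouse naive CD8+ T cells / Technique: high-throughput flow cytometry with anti-B7-1 and anti-CD8 staining / Timing: Cell–vesicle co-incubation 1.5 h at 37 °C, staining 20 min on ice / Read-out: percent CD8+ FL2 mean versus row control / Probe or stimulus: QL9-loaded Drosophila micro-vesicles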
bCat nuc transl: alters nuclear translocation of beta-catenin in HeLa cells | nuclear translocation activity, % at 5 µM | immunofluorescence imaging | actives 0.3% (n = 190,000) | AID 1665;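 active means nuclear translocation activity above 50% at 5 µM, with a well cell count of 50 or more; inconclusive means wells under 50 cells across six images, flagged as toxic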;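 further: per-cell ratio of nuclear to cytoplasmic median beta-catenin stain intensity; plate controls were DMSO negative control for no effect and GSK-3 inhibitor IX positive control for full effect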
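Technique: fluorescence imaging of beta-catenin antibody stain plus DAPI / Material: human HeLa cell line / Incubation: compound treatment 24 h, 37°C, 5% CO2 / Read-out basis: % activation of per-cell nuclear versus cytoplasmic median beta-catenin signal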
Dynein cargo inh: dynein cargo transport inhibition; 3617.4 mouse cells, GR-EGFP nuclear translocation imaging; test concentration mostly 20 µM; stimulated with dexamethasone, 1 µM; hits give low values; z-score, hits read low; actives 0.47% (n = 220,000);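 active means plate z-score of nuclear minus cytoplasmic receptor signal below a set negative limit, without overly bright fluorescence or cell loss, cut at about -3.5 in these data, passing the limit was not always enough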;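 further: z-score of nuclear minus cytoplasmic ring GR-EGFP intensity difference per well; some compounds called inactive have numbers as strong as hits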
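Buffer or medium: Induction medium lacking tetracycline, stripped serum | Also added: Dexamethasone agonist, 1.0 µM final, for 30 min | Timing: 48 h induction, 1 h compound, 30 min dex at 37 °C | Detection: Formaldehyde fixation, Hoechst nuclear stain, 10x automated fluorescence imaging | Measure: Nuclear versus cytoplasmic GR-EGFP signal, averaged per well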
TNAP activators: human TNAP enzyme activators, primary screen, biochemical, luminescent, no phosphate acceptor, uHTS (AID 1001). purified TNAP, luminescent activation assay, no phosphate acceptor; higher activation fold means a stronger effect. activation fold at 20 µM; hits with a dose series show EC50 in µM. actives 0.03% (n = 200,000); in the data active means activation fold from about 3, or a potency from the dose series; inactive means the rest, 99 in 100 with activation fold below about 1.6; further: many of its hits are not listed in these tables
Insulin prom up: MIN6 insulin promoter up-regulation; MIN6 insulin promoter-GFP reporter, high-content imaging; hits give high values; z-score at 5 µM; actives 0.3% (n = 190,000); AID 1625;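 active means z-score above 3 at 5 µM with at least 500 cells counted in the well; inconclusive means wells under 500 cells, flagged as cytotoxic or low count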
Myeloid diff MLP: myeloid differentiation induction; ER-HoxA9 myeloid progenitors, lysozyme-GFP differentiation, flow cytometry; calls only at 10 µM; actives 1% (n = 360,000);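 active means normalized GFP-positive differentiation at or above the plate's own cutoff, the solvent-only control mean plus 3 SD; inconclusive means no clear call, values can overlap the other calls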;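 further: cells exposed to compound for four days before flow analysis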
Dynein cargo inh cytoplasmic EGFP: second read-out of Dynein cargo inh, no call of its own (marks repeat the call); z-score; measured here: cytoplasmic GR-EGFP intensity; hits give high values
Dynein cargo inh nuclear GR-EGFP: also measured in Dynein cargo inh; calls as there; z-score; measured here: nuclear GR-EGFP intensity;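 lower value marks the stronger effect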
Dynein cargo inh cell count: second read-out of Dynein cargo inh, no call of its own (marks repeat the call); z-score; measured here: cell count per field
Insulin prom up cell count: further read-out of Insulin prom up, marked with its call; cell count; measured here: cytotoxicity, nuclei count;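 total cells summed across four imaged fields per well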
Hep lipid drop cells 6.5 µM: recorded beside Hep lipid drop, whose call it bears; cell count; measured here: cell count, cytotoxicity flag;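 cells counted across two imaged fields per well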
bCat nuc transl cell count 5 µM: further read-out of bCat nuc transl, marked with its call; cell count; measured here: cell count, cytotoxicity flag
T cell HTS vesicle-bound %: second read-out of T cell HTS, no call of its own (marks repeat the call); double positive events, %; measured here: CD8+ vesicle-bound cell fraction;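 binding gate set so that unloaded-vesicle control wells show 10% double positive cells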
MT stabilizer Hoechst-high %: further read-out of MT stabilizer, marked with its call; % Hoechst-high responders; measured here: nuclear condensation Hoechst responders;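 share of cells brighter than vehicle mean plus two SD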
MT stabilizer cytotoxicity %: recorded beside MT stabilizer, whose call it bears; toxicity, %; measured here: cytotoxicity by cell density;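 0% = mean cell density of plate MIN control wells and 100% = no cells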
Myeloid diff MLP GFP+ MAC1+ %: also measured in Myeloid diff MLP; calls as there; GFP+ MAC1+ double positive, %; measured here: differentiation confirmed by MAC1 staining
Active calls of the source: *; i = inactive; u = inconclusive; x = no result given. This is a random part of the collection (roughly 3% active in at least one column).

Preview, 2 compounds:
entry	SMILES	Insulin prom up	Dynein cargo inh cytoplasmic EGFP	Dynein cargo inh cell count	T cell HTS	MT stabilizer	Myeloid diff MLP	MT stabilizer Hoechst-high %	Myeloid diff MLP GFP+ MAC1+ %	Dynein cargo inh nuclear GR-EGFP	Hep lipid drop cells 6.5 µM	T cell HTS vesicle-bound %	Hep lipid drop	Dynein cargo inh	bCat nuc transl	MT stabilizer cytotoxicity %	bCat nuc transl cell count 5 µM	Insulin prom up cell count	TNAP activators	PMI inhibitors
1	CC(=O)Nc1ccc(Nc2c3ccccc3nc3ccccc23)cc1	-3.01	1.16	-1.58	i	12.5	u	8.0	x	1.51	470	43.8	-72.5	2.23	0.0	40.3	952	1008	1	2.6%
2	COC(=O)COn1c(SC(C)C)nc2ccccc2c1=O	0.22	-0.00784	0.757	i	1.1	i	1.9	0.4	-0.278	762	51.6	6.7	-0.777	-2.2	5.4	1275	926	1.1	-0.5%

The listing, from the start:
entry	SMILES	Insulin prom up	Dynein cargo inh cytoplasmic EGFP	Dynein cargo inh cell count	T cell HTS	MT stabilizer	Myeloid diff MLP	MT stabilizer Hoechst-high %	Myeloid diff MLP GFP+ MAC1+ %	Dynein cargo inh nuclear GR-EGFP	Hep lipid drop cells 6.5 µM	T cell HTS vesicle-bound %	Hep lipid drop	Dynein cargo inh	bCat nuc transl	MT stabilizer cytotoxicity %	bCat nuc transl cell count 5 µM	Insulin prom up cell count	TNAP activators	PMI inhibitors
1	CC(=O)Nc1ccc(Nc2c3ccccc3nc3ccccc23)cc1	-3.01	1.16	-1.58	i	12.5	u	8.0	x	1.51	470	43.8	-72.5	2.23	0.0	40.3	952	1008	1	2.6%
2	COC(=O)COn1c(SC(C)C)nc2ccccc2c1=O	0.22	-0.00784	0.757	i	1.1	i	1.9	0.4	-0.278	762	51.6	6.7	-0.777	-2.2	5.4	1275	926	1.1	-0.5%
3	CCN(CC)CC(=O)Nc1cccc2c1C(=O)c1ccccc1C2=O	-0.24	-0.226	0.119	i	2.1	i	3.4	0.2	0.121	717	44.8	15.1	-0.0213	x	2.2	x	1210	1	-14.7%
4	CS(=O)(=O)N1CCc2cc(C(=O)N3CCCC3)ccc21	-1.02	-0.188	0.838	i	2.3	i	1.8	0.4	-0.895	737	9.6	-2.1	-1.39	0.5	0.6	1042	1354	1.1	1.9%
5	CCN(CC)c1ccc(CNc2ccc(Br)cn2)cc1	0.31	0.0646	0.944	i	3.4	i	2.3	0.5	-0.158	603	4.9	-5.4	-0.664	-0.5	20.2	1034	1272	1.1	16.5%
6	CCN(CCCNC(=O)COc1cc(=O)n(C)c2ccccc12)c1cccc(C)c1	-0.18	0.046	-2.53	i	6.8	i	2.5	0.6	1.65	x	34.1	x	2.5	-0.6	9.0	948	1169	1.1	9.8%
7	Cc1ccc2nc(SC(C)C(=O)NCc3ccco3)[nH]c2c1 (stereo not drawn)	0.08	-0.162	-0.2	i	2.5	i	1.4	0.6	-0.343	x	32.8	x	-0.413	-1.5	7.2	840	1474	1.1	1.9%
8	COCc1cc(C)n(CC(=O)Nc2ccccc2C(=O)OC)c(=O)c1C#N	-0.1	-0.224	0.822	i	1.9	i	2.3	4.2	-0.303	x	38.9	x	-0.599	-5.0	10.2	933	1182	1.1	-1.1%
9	COc1ccc(NC(=O)CSc2cc(C(=O)c3nccn3C)c3ccccc3n2)cc1	x	-0.311	0.343	i	1.3	i	1.6	0.4	-0.279	686	32.9	-15.0	-0.501	-0.1	7.9	1545	x	1	18.5%
10	COc1cc(/C=N/NC(=O)COc2ccccc2C)ccc1OC(=O)c1cccs1	0.63	-0.241	1.7	i	2.2	i	2.2	0.8	0.371	x	18.3	x	-0.319	2.3	8.6	1342	1554	1	13.2%
11	Clc1cccc(/C=N/Nc2ncnc3ccccc23)c1	-0.46	-0.237	0.637	i	2.0	i	1.5	0.6	-0.277	x	36.0	x	-0.213	-2.9	4.2	1362	1497	1.1	-17.0%
12	C#CCn1c(S(=O)(=O)Cc2ccccc2Cl)nc(-c2ccccc2)c1-c1ccccc1	0.79	-0.18	0.19	i	2.3	i	3.8	2.4	-0.479	661	30.9	-27.4	0.042	-0.7	4.4	1081	1884	1.1	22.7%
13	Cc1cccc(NC(=S)NCc2ccco2)n1	-0.49	-0.231	-2.05	i	2.0	i	2.1	0.0	0.813	698	19.3	12.0	2.28	-0.1	2.7	1105	1277	1	21.8%
14	CCCCOC(=O)NC1CCS(=O)(=O)C1 (stereo not drawn)	0.27	1.24	0.493	i	3.1	i	3.5	0.7	0.102	749	46.9	-3.2	0.0402	-5.2	3.1	1118	891	1	1.2%
15	Cc1onc(-c2ccccc2)c1C(=O)N1CCN(CCc2ccccc2)CC1	-0.41	-0.138	0.565	i	1.7	i	1.7	7.1	-0.262	674	11.9	-17.0	-0.957	x	6.4	x	1248	1.1	2.4%
16	C/C(CC1CC(COCC(C)C)OC1=O)=N\NC(N)=S (stereo not drawn)	0.11	-0.324	0.199	i	5.8	i	2.0	0.3	-0.479	600	45.4	-12.2	-0.249	-3.1	6.3	577	1368	1.1	1.6%
17	O=S(=O)(Nc1cccc(-c2cn3cccnc3n2)c1)c1ccc(Cl)cc1	x	-0.245	-0.732	i	3.2	i	3.0	0.9	0.708	445	7.5	2.3	1.41	0.7	15.3	884	x	1.1	5.1%
18	Cc1c(NS(=O)(=O)c2ccc(Cl)c(C(=O)OC(C)C(=O)NCc3ccco3)c2)c(=O)n(-c2ccccc2)n1C (stereo not drawn)	2.11	-0.244	0.675	i	2.1	i	1.7	1.1	-0.814	657	56.0	-2.0	-0.846	-2.4	2.5	1028	1088	1	-17.9%
19	O=C(NC1CCCC1)c1ccc(COCC(F)(F)C(F)F)o1	-1.84	-0.221	-1.21	i	3.6	i	1.9	10.5	-0.436	708	19.7	-6.3	-0.147	0.4	3.3	1215	1151	1.1	10.3%
20	COC(=O)Cn1c(=O)n(CCc2ccccc2)c(=O)c2c3c(sc21)CCCC3	0.38	-0.353	0.94	i	1.0	i	1.2	2.7	-0.225	771	32.3	0.2	-0.385	x	16.3	x	870	1.1	23.0%
21	CC1CCC(NC(=O)C2CCN(C(=O)NC3CCCCC3)CC2)CC1 (stereo not drawn)	x	0.241	-1.39	x	5.0	x	2.7	x	0.313	x	x	x	-0.16	-1.2	7.7	1100	x	1.1	6.6%
22	C[C@H](NC(N)=O)C(=O)OCC(=O)NCc1cccs1	-1.04	-0.29	-0.158	i	3.3	i	3.4	0.6	0.121	700	50.9	8.4	0.343	-1.6	9.3	1108	1360	1.1	0.8%
23	Cc1csc(NC(=O)C2C3C=CC(C3)C2C(=O)O)n1 (stereo not drawn)	0.06	-0.237	-0.166	i	1.7	i	2.2	8.0	0.497	841	7.7	-0.3	0.746	x	3.7	x	824	0.8	-14.0%
24	CCC(C)Sc1nc(O)cc(=O)[nH]1 (stereo not drawn)	0.38	-0.419	-0.652	i	8.0	i	3.0	3.7	0.373	x	33.0	x	1.97	-0.8	13.7	947	1247	1.1	-4.0%
25	Cc1ccc(CN(C(=O)Cn2nnc3ccccc32)C(C(=O)NCc2ccco2)c2cccs2)cc1 (stereo not drawn)	-0.32	-0.237	2.18	i	2.0	i	2.3	1.7	-0.266	x	44.7	x	-0.572	-3.3	4.2	992	1346	1.2	6.8%
26	Cc1ccc(-n2c(SCC(=O)N3CC(=O)Nc4ccccc43)nc3ccccc3c2=O)cc1C	0.05	-0.0309	0.197	i	5.1	i	2.8	0.2	-0.0307	693	42.9	-5.9	-0.502	3.1	5.2	1091	1381	1	18.3%
27	CC(=O)Nc1ccc(S(=O)(=O)NCC(=O)OCc2cc(=O)oc3ccc4ccccc4c23)cc1	0.85	-0.141	-0.781	i	3.6	i	2.7	0.3	-0.169	657	36.4	-34.4	0.304	x	3.0	x	1234	1	3.2%
28	C=CCN1C(=O)C2(C(C(=O)c3ccc(C)o3)=C(O)C(=O)N2CCCN2CCOCC2)c2ccccc21 (stereo not drawn)	0.51	-0.216	0.231	i	2.3	i	2.3	1.1	-0.0164	x	56.3	x	-0.648	5.4	7.1	1464	1629	1.2	-10.2%
29	CC(=O)OC[C@]1(OC(C)=O)C[C@@]23CC[C@H]4[C@@](C)(CCC[C@@]4(C)C(=O)O)[C@@H]2CC[C@@H]1C3	0.21	-0.281	0.0933	i	1.9	i	1.4	0.4	0.391	x	39.7	x	0.117	x	3.0	x	1314	1.1	10.7%
30	COc1ccc(OC)c(NC(=O)NCc2ccc(F)cc2)c1	1.59	-0.192	-0.88	i	2.1	i	0.8	0.0	1.01	717	51.2	-0.2	0.746	-0.7	55.1	1052	1145	1.1	2.7%
31	Cc1ccc2c(c1)C1(SCCS1)C(=O)N2	0.38	-0.18	0.43	i	1.9	i	1.1	4.4	-0.391	x	9.4	x	-0.501	0.8	3.8	1450	1359	1.1	1.1%
32	O=C(COC(=O)c1ccco1)Nc1ccc(Br)cc1	-0.95	-0.263	-0.417	i	5.1	i	2.9	2.1	0.335	x	28.8	x	0.673	-3.9	2.9	1082	1158	1.1	-1.6%

Screening results from PubChem BioAssay.
